BoNT A protease: inhibitors of Botulinum neurotoxin A light chain protease; inhibition, % at 10 µM; multiplex microsphere protease substrate cleavage, flow cytometry; AID 588499; 360,000 compounds, 0.17% hits; also: plate controls were buffer without enzyme for full effect and enzyme alone for no effect
FBA Mtb inh: inhibits M. tuberculosis FBA enzyme | purified M. tuberculosis FBA, fluorescence read-out | P9WQA3 | 360,000 compounds, 2.3% hits | AID 588726 | inhibition, % at 1 µM; in the data active = inhibition above about 27%;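 also: 0% = vehicle and 100% = reference inhibitor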
Target sequence (P9WQA3 whole entry, looked up): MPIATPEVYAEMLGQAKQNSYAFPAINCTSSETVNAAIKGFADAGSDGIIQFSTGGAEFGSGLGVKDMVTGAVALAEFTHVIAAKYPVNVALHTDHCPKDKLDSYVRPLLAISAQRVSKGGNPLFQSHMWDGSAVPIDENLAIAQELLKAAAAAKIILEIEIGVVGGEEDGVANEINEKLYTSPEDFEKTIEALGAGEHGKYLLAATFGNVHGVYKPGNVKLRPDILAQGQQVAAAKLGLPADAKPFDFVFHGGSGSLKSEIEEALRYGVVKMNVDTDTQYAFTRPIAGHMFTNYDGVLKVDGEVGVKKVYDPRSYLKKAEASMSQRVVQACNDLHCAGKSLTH
PfHsp40 yeast: rescue of PfHsp40-mediated yeast toxicity; S. cerevisiae expressing PfHsp40, growth rescue, ATP luminescence; growth rescue, % at 12.5 µM; 340,000 compounds, 0.68% hits; in the data active = growth rescue above about 28%, passing the limit was not always enough; inconclusive = no clear call, values can overlap the other calls;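 also: yeast W303a lacking pdr1 and pdr3 grown in galactose medium; growth measured after three days at 30 °C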
Mtb BioA inh: BioA (M. tuberculosis) enzyme inhibition; purified M. tuberculosis BioA enzyme, plate reader; inhibition, % at 9.99 µM; 360,000 compounds, 0.096% hits; AID 602481; in the data active = inhibition above about 40%; inconclusive = no clear call, values can overlap the other calls
BoNT F protease: blocks Botulinum neurotoxin F light chain protease. Multiplex microsphere protease cleavage assay, flow cytometry. inhibition, % at 10 µM. 360,000 compounds, 0.22% hits. AID 588497; in the data active = inhibition above about 35%, passing the limit was not always enough; inconclusive = no clear call, values can overlap the other calls; also: plate controls were buffer without enzyme for full effect and enzyme alone for no effect
FadD28 binding: inhibitors of Mycobacterium tuberculosis FadD28 bisubstrate binding | 360,000 compounds, 0.22% hits | inhibition, % at 12.5 µM | FadD28 bisubstrate probe binding, fluorescence polarization | AID 588549; in the data active = inhibition above about 8.5%, passing the limit was not always enough; inconclusive = no clear call, values can overlap the other calls
Mtb UGM inh: Mtb UDP-galactopyranose mutase inhibition | inhibition, % at 10 µM | 320,000 compounds, 0.06% hits | AID 504406 | purified UGM, fluorescence polarization probe displacement; in the data active = inhibition above about 10%, passing the limit was not always enough; inconclusive = no clear call, values can overlap the other calls
Target sequence (P9WIQ1 whole entry, looked up): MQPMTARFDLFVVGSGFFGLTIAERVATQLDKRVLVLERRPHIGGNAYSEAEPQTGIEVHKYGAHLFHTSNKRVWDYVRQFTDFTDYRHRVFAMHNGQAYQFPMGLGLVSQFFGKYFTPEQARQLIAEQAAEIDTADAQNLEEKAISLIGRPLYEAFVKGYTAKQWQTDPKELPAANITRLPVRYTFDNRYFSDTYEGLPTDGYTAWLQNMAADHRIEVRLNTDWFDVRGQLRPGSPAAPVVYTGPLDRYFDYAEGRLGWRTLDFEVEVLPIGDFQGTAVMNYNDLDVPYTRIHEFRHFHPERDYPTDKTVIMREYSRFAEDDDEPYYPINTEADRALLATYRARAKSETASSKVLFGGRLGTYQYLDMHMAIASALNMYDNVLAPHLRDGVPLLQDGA
GDH-TPI inh: inhibits GDH-TPI coupling enzymes, artifact for Mtb FBA screen | GDH-TPI coupled enzyme counterscreen, NADH absorbance | inhibition, % at 4.8 µM | 360,000 compounds, 1.2% hits | AID 588335; in the data active = inhibition above about 30%;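 also: 0% = DMSO wells and 100% = wells lacking the enzyme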
Anthrax LF prot: anthrax lethal factor protease inhibition. P15917. multiplex microsphere protease cleavage assay, LF. inhibition, % at 10 µM. 360,000 compounds, 0.12% hits. AID 588501; also: plate controls were buffer without enzyme for full effect and enzyme alone for no effect
The depositor's hits bear a star; ? = inconclusive; . = no result given; + = active, no number. Rule as the data show it, unless noted: active = inhibition above about 30%; inconclusive = no clear call, values can overlap the other calls; inactive = below that. No enrichment for hits, and some 4.7% of all compounds hit somewhere here.

SMILES	BoNT A protease	FBA Mtb inh	PfHsp40 yeast	Mtb BioA inh	BoNT F protease	FadD28 binding	Mtb UGM inh	GDH-TPI inh	Anthrax LF prot
COc1cccc(CNC(=O)C2CCN(S(=O)(=O)c3c(C)nn(C)c3C)CC2)c1	-2.9	0	-0.9	-0.1	-40	-1.6	-1.3	-10	-15
O=C(Nc1ccccc1)N1CCc2ccccc21	0.6	3	-2.2	-0.3	1	-0.6	0.9	10	-2
CC(=O)C1CCC2C3CC(O)C4=CC(=O)CCC4(C)C3C(=O)CC12C (configuration not stated)	0.0	-1	-0.2	.	2	-0.4	.	8	-2
CS(=O)(=O)N(CC(=O)NCc1ccccc1Cl)C1CCCCC1	-0.7	2	0.5	-1.2	-2	-3.4	-0.4	-1	-2
CCN(C(=O)COC(=O)Cc1ccccc1)c1c(N)n(Cc2ccccc2)c(=O)[nH]c1=O	2.1	-1	-0.8	0.2	5	-6.4	-1.1	0	1
COc1cccc(CNC(=O)CCC(=O)N2CCOCC2)c1	2.1	1	-0.2	-0.4	5	-1.2	2.0	-19	5
O=[N+]([O-])c1ccc(OCCn2cnc3ccccc32)cc1	-0.5	1	1.3	.	0	-2.2	-0.1	6	0
CCOC(=O)N1CCC(NC(=O)Cc2ccccc2)CC1	5.6	0	1.1	-1.3	?	-0.5	-1.7	2	9
CC(C)=CCCC(C)CN1CCC(O)CC1 (configuration not stated)	0.1	4	0.1	0.1	-5	0.1	-4.0	4	-6
COC(=O)c1ccc(NC(=S)N2CCN(Cc3ccc(Cl)cc3)CC2)cc1	-0.5	7	1.6	1.2	-1	1.0	-2.7	7	2
Cc1ccc(N=Cc2sc(O)c3ccccc23)c(C)c1	0.9	-1	-0.5	.	13	-2.9	-0.3	15	-6
COc1cc(C(C)=O)ccc1OCC(=O)Nc1ccc2nc(C)sc2c1	2.0	2	-0.2	-3.2	4	-1.5	-1.7	10	7
CCCc1nc2ccccc2c(=O)n1-c1cccc(OC)c1	0.7	3	0.5	5.9	9	-1.8	4.4	10	-2
O=C(NCCc1ccccc1)c1ccccc1NS(=O)(=O)N1CCCC1	0.7	27	-0.1	-0.8	4	0.5	-1.1	-6	-1
Cc1ccc(CNC(=O)c2ccc(F)c(S(=O)(=O)N3CCOCC3)c2)cc1	5.0	3	-1.3	-1.7	4	2.4	.	7	0
COCCNc1nc(Nc2ccc(C)cc2C)c2sccc2n1	-0.3	-2	.	0.4	-2	-1.0	.	14	-3
COc1ccc(CCn2c(C)cc(C(=O)CSc3nnnn3-c3ccccc3)c2C)cc1OC	0.2	-2	0.0	-2.6	5	-2.6	-3.0	-6	-2
O=C(NCc1ccccc1)c1ccc(S(=O)(=O)Nc2cccc(C(F)(F)F)c2)cc1	-0.7	-1	-1.1	1.1	-8	-1.8	2.8	-1	-7
Cc1cccc(C)c1NC(=O)CSc1nnc(-c2ccco2)n1N	1.2	0	0.4	.	0	0.7	-1.2	-7	0
Cc1ccc(N2Cc3ccccc3C2=N)cc1[N+](=O)[O-]	0.0	1	0.1	.	-3	-3.5	-1.4	-1	2
Cc1ccc(-c2csc(Cc3nc(-c4cc5ccccc5oc4=O)cs3)n2)cc1	5.7	10	-0.1	-1.4	5	-0.1	-0.2	22	2
CNC(=O)c1ccc(-c2ccc(OC)cc2)s1	-0.8	+	2.8	-1.0	-16	-2.0	-3.3	26	-5
CCOC(=O)c1ccc(CN(Cc2ccc(C)cc2)S(=O)(=O)c2cccc([N+](=O)[O-])c2)cc1	-0.3	5	0.1	.	-5	-1.2	2.7	3	-2
O=C(Nc1cccc(S(=O)(=O)Nc2ccc(Cl)cc2)c1)c1ccccn1	-0.4	7	4.7	3.2	-5	-1.0	0.5	9	-11
CCC(=O)NC1(C(F)(F)F)C(=O)Nc2c1c(=O)[nH]c(=O)n2CC(C)C (configuration not stated)	-10	-2	0.9	2.8	?	-1.4	-3.0	13	-8

(list continues)
SMILES	BoNT A protease	FBA Mtb inh	PfHsp40 yeast	Mtb BioA inh	BoNT F protease	FadD28 binding	Mtb UGM inh	GDH-TPI inh	Anthrax LF prot
COc1ccc(C2=CC(=O)C[C@H](c3ccc(Cl)cc3)C2)cc1	-0.1	3	6.4	-3.1	-6	-0.1	-0.1	12	-5
O=C(CCn1c(=O)[nH]c2ccsc2c1=O)N1CCN(c2cccc(Cl)c2)CC1	-1.1	-4	0.8	?	17	-3.2	4.7	-6	-7
Cc1ccc(CNC(=O)CCS(=O)(=O)c2ccc(Cl)cc2)cc1	0.5	3	-0.5	-4.6	-1	-0.6	4.5	6	2
CC(C)OC(=O)C(C)Nc1ccc(F)c(Cl)c1 (configuration not stated)	-3.9	0	-0.4	0.2	40*	-1.3	0.0	0	-7
COc1ccc(NC(=O)CS(=O)(=O)Cc2nc(-c3ccc(C)cc3)oc2C)cc1	-2.9	2	0.7	.	-3	-2.9	-0.4	3	-2
CCCCCCCCN1[C@@H](CC(=O)OCC)c2cc(F)ccc2S1(=O)=O	0.6	3	0.2	2.8	0	-0.1	-1.3	4	-4
Cc1ccc(S(=O)(=O)N(C)c2ccc(C(=O)N3CCN(Cc4ccc5c(c4)OCO5)CC3)cc2)cc1	-0.1	3	-0.2	-0.6	3	-1.4	-1.5	8	-4
COc1ccc(C(C)=O)cc1COC(=O)c1c(C)noc1C	-0.3	-5	-1.2	3.1	-4	-3.9	0.5	-14	-4
ON=C1c2ccccc2-c2ccc(Br)cc21	0.6	-2	4.6	-0.6	-4	-4.0	.	-5	4
O=C(/C=C/c1cccs1)N1CCOCC1	0.2	0	0.4	.	1	-0.1	-1.7	17	2
COc1ccc(-c2nc(CS(=O)CC(=O)NCCC3=CCCCC3)c(C)o2)cc1 (configuration not stated)	-0.1	10	-0.4	-3.0	0	1.2	-2.0	7	-5
Cc1[nH]c(C)c(S(=O)(=O)NCC(C)c2ccccc2)c1C(=O)N1CCCCC1 (configuration not stated)	-0.6	2	-1.4	-8.9	0	-0.1	-3.8	6	0
N#Cc1c(N)n[nH]c1-c1cc2c([nH]1)CCCC2	?	0	-1.3	-1.8	?	1.1	-0.1	8	?
Cc1onc(-c2c(Cl)cccc2Cl)c1C(=O)NNC(=O)c1c(-c2c(Cl)cccc2Cl)noc1C	-0.1	1	-0.1	-1.3	16	-5.0	0.9	12	-5
Cn1c(SCC(O)c2ccccc2)nnc1-c1ccc2ccccc2c1 (configuration not stated)	0.6	5	0.1	7.6	7	0.3	-1.8	6	-10
COc1ccc(/C=C/C(=O)N(Cc2cccs2)C2CCS(=O)(=O)C2)cc1 (configuration not stated)	.	3	1.0	-1.1	.	0.1	-0.2	28	.
C=CCNC(=O)c1ccc(-c2ccc([N+](=O)[O-])cc2)o1	0.1	2	0.4	-1.2	-10	0.1	1.2	13	-7
O=C(O)c1ccc(/C=N/N2CCN(c3ccccc3)CC2)cc1	-2.8	-1	0.3	-0.4	-4	2.1	-1.0	10	5
COc1ccc(CC(=O)NCc2n[nH]c(=S)n2-c2ccc(Br)cc2)cc1	-1.3	4	-0.4	.	-4	-0.4	-0.7	9	1
Cc1cc(C)c(NC(=O)CSc2nnc(SCC(=O)Nc3c(C)cc(C)cc3C)n2N)c(C)c1	0.4	3	0.0	0.8	-4	-3.0	-1.7	-8	-9
CCCNC(=O)C1(C)CCCN(Cc2cc3ccccc3o2)C1 (configuration not stated)	-0.8	-4	.	0.0	-4	-2.5	.	5	-4
COc1ccc(-c2nnc3ccc(SCC(=O)N4CCCCC4)nn23)cc1OC	-0.9	-2	0.9	-0.2	-9	-2.1	0.6	6	-8
COc1cc(=O)[nH]c(SC(C)C(=O)Nc2nc3c(s2)CCCC3)n1 (configuration not stated)	-1.6	-1	-0.2	-0.2	4	-5.1	2.0	-9	12
O=C(Cn1cnc2c(cnn2-c2ccccc2)c1=O)N1CCN(c2ccc(F)cc2)CC1	-0.3	3	0.2	.	4	-2.2	3.8	-6	-1
CCOC(=O)/C(C#N)=C(C)/C=C1\Sc2ccccc2N1CC	1.7	-15	-0.4	-2.2	-1	-1.5	?	7	-2

Next part
SMILES	BoNT A protease	FBA Mtb inh	PfHsp40 yeast	Mtb BioA inh	BoNT F protease	FadD28 binding	Mtb UGM inh	GDH-TPI inh	Anthrax LF prot
Cn1c(/C=N/NC(=O)c2ccccc2)nc2ccccc21	-0.8	8	-0.3	-2.1	-10	-3.0	0.8	47*	-2
CCOC(=O)C1C(=O)C=C(c2ccc(Br)cc2)CC1c1ccco1 (configuration not stated)	0.5	-1	-0.4	-3.0	6	0.6	-0.1	13	2
O=S(=O)(c1ccccc1)N1CCN(c2nc(-c3cccnc3)nc3ccccc23)CC1	0.3	2	0.3	-1.7	18	-2.0	.	10	2
CCCOc1ccc(C(=O)OCC(=O)c2c(N)n(C)c(=O)n(C)c2=O)cc1OCC	0.3	1	-1.0	.	0	0.8	-1.2	5	0
CC(=O)c1ccc(N2CCN(C(=O)CCN3C(=S)NC(C)(C)CC3C)CC2)cc1 (configuration not stated)	-0.4	0	-0.5	.	1	-2.7	2.4	20	-7
COc1ccc(C(=O)/C=C/Nc2cc(C)ccn2)cc1	-4.7	6	-0.1	-1.7	-10	-0.6	1.3	22	-6
Cc1cccc(C)c1N=C1SC(CC(=O)Nc2c(C)cccc2C)C(=O)N1CCc1ccccn1 (configuration not stated)	-0.2	-2	2.1	5.7	-3	0.1	0.2	14	1
COc1ccc(CC(=O)Oc2ccccc2C)cc1S(=O)(=O)N1CCOCC1	1.1	-2	0.4	-0.9	-2	-2.9	-0.3	-2	2
Cc1cccc(NC(=O)CCc2ccc(S(=O)(=O)NC3CCCCC3)cc2)c1	-4.3	4	0.5	-0.6	-79	-1.8	0.0	16	-2
CCN1CCN(C2=NC(=O)/C(=C/c3ccc(C)o3)S2)CC1	-0.1	0	-0.6	-1.0	-4	-1.3	-2.7	-1	1
CCOCCCNC(=O)c1cc(Sc2ccc(F)cc2)nc2ccccc12	-1.4	-3	1.9	.	-17	-2.3	1.6	3	-1
COc1ccc(C)cc1Nc1nc(N)c2cc(OC)c(OC)cc2n1	-2.8	3	4.2	1.1	-1	-2.1	-3.6	1	-17
O=C1CN(C(=O)COC(=O)COc2ccc3c(c2)CCC3)c2ccccc2N1	0.1	-6	-1.9	-1.3	-17	-2.1	-2.3	6	-1
CCN1C(=O)c2n[nH]c(C(=O)OC)c2C1=O	0.2	5	0.0	-0.3	-11	-2.7	-1.8	-5	0

Gathered by group: the compounds so far containing fluorine (7)
SMILES	BoNT A protease	FBA Mtb inh	PfHsp40 yeast	Mtb BioA inh	BoNT F protease	FadD28 binding	Mtb UGM inh	GDH-TPI inh	Anthrax LF prot
Cc1ccc(CNC(=O)c2ccc(F)c(S(=O)(=O)N3CCOCC3)c2)cc1	5.0	3	-1.3	-1.7	4	2.4	.	7	0
O=C(NCc1ccccc1)c1ccc(S(=O)(=O)Nc2cccc(C(F)(F)F)c2)cc1	-0.7	-1	-1.1	1.1	-8	-1.8	2.8	-1	-7
CCC(=O)NC1(C(F)(F)F)C(=O)Nc2c1c(=O)[nH]c(=O)n2CC(C)C (configuration not stated)	-10	-2	0.9	2.8	?	-1.4	-3.0	13	-8
CC(C)OC(=O)C(C)Nc1ccc(F)c(Cl)c1 (configuration not stated)	-3.9	0	-0.4	0.2	40*	-1.3	0.0	0	-7
CCCCCCCCN1[C@@H](CC(=O)OCC)c2cc(F)ccc2S1(=O)=O	0.6	3	0.2	2.8	0	-0.1	-1.3	4	-4
O=C(Cn1cnc2c(cnn2-c2ccccc2)c1=O)N1CCN(c2ccc(F)cc2)CC1	-0.3	3	0.2	.	4	-2.2	3.8	-6	-1
CCOCCCNC(=O)c1cc(Sc2ccc(F)cc2)nc2ccccc12	-1.4	-3	1.9	.	-17	-2.3	1.6	3	-1

Compound activity (PubChem)
